HEK cytotox = cytotoxic compounds in HEK 293 cells. actives 6.6% (n = 94,000). HEK 293 viability, ATP luminescence (CellTiter-Glo), 48-72 h. AID 1345083. Potency, µM (series often up to 115 µM), for inactives: at the top dose activity change, negative = cytotoxicity, actives largely listed as inhibitors; note: potency is the fitted concentration of half-maximal effect; nearly all actives have a fitted effect of over 60% in size
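qHTS cytotoxicity; HEK 293, 250 cells/well; compound pinned; 48 or 72 hr, 37 degree Celsius, 5% CO2, 95% humidity; CellTiter-Glo, 10 min RT; luminescence (ATP).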
IP6K1 inh = IP6K1 kinase inhibition | IP6K1 kinase, ADP-Glo luminescence, 2 h; stronger effect = lower value | activity change, % (series mostly up to about 58 µM) | actives 0.81% (n = 140,000) | Q92551 | AID 1645851; in the data active = activity change below about -25%
Target sequence (Q92551 whole entry, looked up): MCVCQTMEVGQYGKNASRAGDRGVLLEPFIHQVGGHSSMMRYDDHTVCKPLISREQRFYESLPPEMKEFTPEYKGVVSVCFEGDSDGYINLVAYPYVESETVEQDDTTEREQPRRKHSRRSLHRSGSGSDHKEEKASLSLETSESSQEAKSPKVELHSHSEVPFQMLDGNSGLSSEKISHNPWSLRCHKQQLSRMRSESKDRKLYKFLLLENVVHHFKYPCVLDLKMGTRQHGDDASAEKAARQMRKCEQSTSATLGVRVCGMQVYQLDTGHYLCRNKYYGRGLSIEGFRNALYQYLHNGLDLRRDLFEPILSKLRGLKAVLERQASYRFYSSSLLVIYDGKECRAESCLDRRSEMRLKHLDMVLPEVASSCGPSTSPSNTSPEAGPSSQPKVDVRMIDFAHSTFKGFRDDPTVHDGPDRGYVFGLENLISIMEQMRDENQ
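ADP-Glo luminescence measures ADP made by human IP6K1 during a 2 h RT reaction with ATP/IP6 (mix at 1.3 mM/130 uM); top library doses 57.5 and 19.1 uM final.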
SNCA expr inh = inhibitors of alpha-synuclein (SNCA) gene expression; HEK-293 SNCA-luciferase knock-in, luminescence, 24 h; Potency, µM (highest dose often 57.2 µM), for the others: top-dose activity change, negative = inhibition, hits mostly inhibitors; actives 0.17% (n = 140,000);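 note: potency is the fitted concentration of half-maximal effect; plate controls were DMSO cells for no effect and cell-free wells for full effect; nearly all actives have a fitted effect of over 45% in size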
GPT2 inh = GPT2 alanine aminotransferase inhibition; actives 0.25% (n = 100,000); Recombinant GPT2, coupled pyruvate oxidase/HRP Amplex Red fluorescence; AID 1671188; Q8TD30; Potency, µM (highest dose often 57.7 µM), without a hit: top-dose activity change, negative = inhibition, actives largely listed as inhibitors; note: potency is the fitted concentration of half-maximal effect; nearly all actives have a fitted effect of over 60% in size; many of its hits are not listed in these tables
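Fluorescence read-out: pyruvate from GPT2 turnover coupled to pyruvate oxidase, HRP and Amplex Red (0.2mM ThPP, 0.2U/mL PO and HRP, 50uM Amplex final). Substrates 250uM a-KG, 2mM L-alanine; enzyme 10ng/uL; 30 min RT.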
SNCA viab count = counter-screen for SNCA expression inhibitors: cell viability | HEK-293-SNCA-luc viability, GF-AFC fluorescence, 24 h | Potency, µM (doses to about 57.1 µM), inactives show at the highest dose activity change, negative = cytotoxicity, most hits filed as cytotoxic | actives 0.12% (n = 150,000);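 note: potency is the fitted concentration of half-maximal effect; 0% = DMSO-treated cells and -100% = medium-only wells without cells; nearly all actives have a fitted effect of over 30% in size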
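HEK-293-SNCA-luc cells (1500/well) plated 24 h, then exposed 24 h to a dilution series; GF-AFC added 30 min at 37C, fluorescence 405/540 nm; normalised to medium-only and DMSO wells, Hill fit.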
Luciferase inh = inhibitors of firefly (Photinus pyralis) luciferase | purified P. pyralis luciferase, luminescence, biochemical | Potency, µM (series often up to 115 µM), without a hit: at the highest dose activity change, negative = inhibition, usual class: inhibitors | actives 2.5% (n = 76,000); note: potency is the fitted concentration of half-maximal effect; nearly all actives have a fitted effect of over 65% in size
Target sequence (P08659 whole entry, looked up): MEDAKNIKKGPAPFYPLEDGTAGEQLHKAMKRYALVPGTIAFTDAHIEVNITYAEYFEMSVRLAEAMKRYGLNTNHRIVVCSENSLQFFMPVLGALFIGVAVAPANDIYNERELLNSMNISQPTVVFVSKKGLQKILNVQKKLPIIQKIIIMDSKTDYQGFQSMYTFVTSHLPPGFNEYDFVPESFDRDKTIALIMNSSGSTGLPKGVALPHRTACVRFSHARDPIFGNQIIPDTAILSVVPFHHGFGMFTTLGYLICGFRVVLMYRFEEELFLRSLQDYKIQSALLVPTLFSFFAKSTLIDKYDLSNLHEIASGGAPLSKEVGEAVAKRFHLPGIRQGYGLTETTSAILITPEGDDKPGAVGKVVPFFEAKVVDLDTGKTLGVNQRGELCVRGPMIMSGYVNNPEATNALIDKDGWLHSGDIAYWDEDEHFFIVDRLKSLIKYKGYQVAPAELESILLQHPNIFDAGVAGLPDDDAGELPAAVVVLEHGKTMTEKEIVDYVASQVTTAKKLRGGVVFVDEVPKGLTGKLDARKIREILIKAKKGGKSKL
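Inhibitors were tested against purified firefly luciferase in a biochemical, low-substrate format (both substrates at 10uM) and luminescence measured with a CCD imager.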
3T3 cytotox = NIH 3T3 cell cytotoxicity; actives 4.3% (n = 94,000); NIH 3T3 viability, CellTiter-Glo ATP luminescence, 48-72 h; Potency, µM (top dose mostly 96.7 µM), without a hit: at the top dose activity change, negative = cytotoxicity, usual class: inhibitors; note: potency is the fitted concentration of half-maximal effect; nearly all actives have a fitted effect of over 55% in size
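Cytotoxicity is measured as loss of cellular ATP: NIH 3T3 cells (400/well) are exposed to compound for 48 or 72 hr at 37 °C, then CellTiter-Glo luminescence is imaged after 10 min at room temperature.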
* marks the source's active call; other numbers are inactive results; i = inactive; u = inconclusive; x = not tested or not shown; & = joins results of further samples; [ ] = remark or other dose. Unless noted, calls come from the whole dose curve; as a rule, active = well fitted curve in the direction sought with a large enough effect; inconclusive = small, poorly fitted or top-dose-only effect, or another doubt; inactive = no such curve, though single readings can be large; an effect the other way counts as inactive or inconclusive. Unless noted, % is set by controls: 0 for no effect and ±100 for the full control effect.

SMILES	HEK cytotox	IP6K1 inh	SNCA expr inh	GPT2 inh	SNCA viab count	Luciferase inh	3T3 cytotox
COc1ccc(C)cc1NC(=O)c1c(C)oc2ncn(CC(C)C)c(=O)c12	x	13	0%	x	-12%	x	x
COC[C@@H]1[C@H](C(=O)NCCC2=CCCCC2)CCC(=O)N1C	-24%	6	3%	-19%	2%	-14%	-12%
COc1ccc(C(=O)NC2CCN(Cc3cccc(-c4cccs4)c3)CC2)cc1	u	11&-8	-12%&22%	-3%	-3%[12.5 µM]	x	u
COc1cccc(N2CCN(C(=O)CCS(=O)(=O)c3ccc4c(c3)CC(=O)N4C)CC2)c1	x	-7	-8%	x	1%	x	x
Cc1ccsc1CN1CCCCCCNC(=O)[C@@H]2CCC[C@@H]21	u	-2	20%	i	-13%	-1%	u
CC(=O)Nc1ccc([C@H]2OCC(=O)N[C@@H]2CO)cc1	3%[230 µM]	9	7%[87.6 µM]	-11%[88.5 µM]	3%[87.6 µM]	13%[230 µM]	-2%[230 µM]
CCCC(O)CN1CCC(=O)N(Cc2ccccc2)Cc2cc(OC)ccc21 (stereo not given)	u	-1	x	x	x	x	u
COc1cccc(N2C(=O)NC(=NC3CCCC3)C23CCN(Cc2ccc(F)cc2)C3)c1 (stereo not given)	u	-3	-5%	i	-23%	x	u
COc1ccccc1NC(=O)Cn1c(-c2ccc(F)cc2)nc(C)cc1=O	u	-6	13%	-21%	-12%	4%	-14%
O=C1NCCCCCCN(C(=O)Cc2cccnc2)[C@@H]2C[C@@H](c3nc(-c4cccnc4)no3)C[C@H]12	0%	0	-2%	2%	-5%	7%	u

Remaining list, next part.
SMILES	HEK cytotox	IP6K1 inh	SNCA expr inh	GPT2 inh	SNCA viab count	Luciferase inh	3T3 cytotox
Cn1cccc1C(=O)N1CCC(n2cnnc2-c2ccccc2)C1 (stereo not given)	-25%	15	-18%	i	-2%	-10%	-2%
CC(=O)Nc1nonc1-c1nnc(SCC(=O)Nc2ccc(C)cc2C)n1C	x	15	-7%	x	6%	x	x
NC(=O)[C@@H]1C[C@H](Oc2cccnc2)CN1C(=O)CCC1CCCC1	-26%	13	-13%	i	-12%	-11%	-24%
Nc1nc2c(s1)C(c1cccc(F)c1)CC(=O)N2 (stereo not given)	10%	-31*	68%[activator]	u	0%	u	i
COc1ccccc1C(=O)n1nc(-c2ccco2)nc1NCc1ccc(Cl)cc1	x	-9	203%[activator]	x	1%	x	x
COc1ccc(NC(=O)c2c(NC(=O)COc3ccc(Cl)cc3)sc3c2CCCCC3)cc1	x	-4	111%[activator]	x	0%	x	x
Nc1cc(=O)nc(SCC(=O)Nc2ccc(F)cc2)n1-c1cccc(Cl)c1	x	39	-12%	x	-10%	x	x
COc1cccc(CN2CCc3nc(C(=O)NCC4CC4)oc3CC2)c1	u	-6	46%[activator][87.6 µM]	3%[88.5 µM]	-3%[87.6 µM]	14%[172 µM]	u
O=C(Nc1ccc(Cl)cc1)N1CCn2c(nn(-c3ccc(F)cc3)c2=O)C1	u	-9	8%	i	9%	-17%	u
CCN1CCN(C2(C(=O)NCCC3CCCCO3)Cc3ccccc3C2)CC1 (stereo not given)	3%	25	3%	3%	u	-2%	i

Reprinted from the entries so far for reference:
SMILES	HEK cytotox	IP6K1 inh	SNCA expr inh	GPT2 inh	SNCA viab count	Luciferase inh	3T3 cytotox
COc1ccc(C)cc1NC(=O)c1c(C)oc2ncn(CC(C)C)c(=O)c12	x	13	0%	x	-12%	x	x
COC[C@@H]1[C@H](C(=O)NCCC2=CCCCC2)CCC(=O)N1C	-24%	6	3%	-19%	2%	-14%	-12%
COc1ccc(C(=O)NC2CCN(Cc3cccc(-c4cccs4)c3)CC2)cc1	u	11&-8	-12%&22%	-3%	-3%[12.5 µM]	x	u
COc1cccc(N2CCN(C(=O)CCS(=O)(=O)c3ccc4c(c3)CC(=O)N4C)CC2)c1	x	-7	-8%	x	1%	x	x
Cc1ccsc1CN1CCCCCCNC(=O)[C@@H]2CCC[C@@H]21	u	-2	20%	i	-13%	-1%	u
CC(=O)Nc1ccc([C@H]2OCC(=O)N[C@@H]2CO)cc1	3%[230 µM]	9	7%[87.6 µM]	-11%[88.5 µM]	3%[87.6 µM]	13%[230 µM]	-2%[230 µM]
CCCC(O)CN1CCC(=O)N(Cc2ccccc2)Cc2cc(OC)ccc21 (stereo not given)	u	-1	x	x	x	x	u
COc1cccc(N2C(=O)NC(=NC3CCCC3)C23CCN(Cc2ccc(F)cc2)C3)c1 (stereo not given)	u	-3	-5%	i	-23%	x	u
COc1ccccc1NC(=O)Cn1c(-c2ccc(F)cc2)nc(C)cc1=O	u	-6	13%	-21%	-12%	4%	-14%
O=C1NCCCCCCN(C(=O)Cc2cccnc2)[C@@H]2C[C@@H](c3nc(-c4cccnc4)no3)C[C@H]12	0%	0	-2%	2%	-5%	7%	u
Cn1cccc1C(=O)N1CCC(n2cnnc2-c2ccccc2)C1 (stereo not given)	-25%	15	-18%	i	-2%	-10%	-2%

Next results follow.
SMILES	HEK cytotox	IP6K1 inh	SNCA expr inh	GPT2 inh	SNCA viab count	Luciferase inh	3T3 cytotox
O=C(CCCn1c(=O)c2ccccc2n(CC(=O)Nc2cccc(Cl)c2)c1=O)NCc1ccc2c(c1)OCO2	x	0	8%	x	u	x	x
CCn1cc(S(=O)(=O)N2CC(Oc3ccccc3-c3noc(C)n3)C2)cn1	0%	14	32%[activator]	i	13%	0%	0%
Cc1oc(-c2ccccc2Cl)nc1Cn1c(SCc2cccc(F)c2)nc2cccnc21	x	10	u	x	1%	x	x
CCOc1ccc(-c2nc(-c3nnn4c3COC(c3ccc(OC)cc3)C4)no2)cc1 (stereo not given)	5%	4	-6%	i	5%	0%	-5%
Cc1cn2c(=O)cc(COC(=O)c3cccc(NC(=O)c4ccc(C(C)(C)C)cc4)c3)nc2s1	x	12	-15%	x	-11%	x	x
O=C(Cn1nc(-c2ccco2)ccc1=O)NC1CCCc2c1[nH]c1ccccc21 (stereo not given)	u	-7	-11%	2%	-8%	0%	u
COc1cc(C2C=C(C(=O)O)Nc3ncnn32)ccc1O (stereo not given)	x	40	2%	x	5%	x	x
Cn1nc2cccc(S(=O)(=O)N[C@H](c3ccccn3)C3CC(O)C3)c2n1 (stereo not given in full)	-2%	-8	13%	2%	-1%	13%	-3%
N#CC1CCN(C(=O)c2nc(-c3cccc(C(F)(F)F)c3)c3ccccn23)CC1	u	1	-15%	i	-20%	5%	-26%
Cc1nccn1CCNC(=O)C12CCCC=C1N(C1CCCC1)C(=O)CC2 (stereo not given)	i	6	u	i	5%	-1%	-8%

(cont.)
SMILES	HEK cytotox	IP6K1 inh	SNCA expr inh	GPT2 inh	SNCA viab count	Luciferase inh	3T3 cytotox
C#CCNC(=O)C1CCCN1c1nccc(Nc2ccc(C)cc2)n1 (stereo not given)	u	5	29%[87.6 µM]	2%[88.5 µM]	-17%[12.5 µM]	x	-24%[138 µM]
CC(C)OCCCNC(=O)c1cc(C2CC2)nc2onc(C3CCNCC3)c12	-6%	-4	-19%	u	6%	x	0%
CC(C)CC(=O)N1CC[C@H]2COC(=O)N2c2cc(F)ccc2C1	-2%[172 µM]	-5	-14%[87.6 µM]	-1%[88.5 µM]	5%[87.6 µM]	0%[172 µM]	i
COc1ccc(NC(=O)c2c(C)nc3n2CCC(Nc2ccccc2C)C3)cn1 (stereo not given)	u	9	-11%[87.6 µM]	i	-6%[87.6 µM]	5%[172 µM]	-27%[138 µM]
Cc1cc(C)c(NC(=O)C2CCN(c3nc4ccccc4n4cccc34)CC2)c(C)c1	x	-2	17%	x	9%	x	x
COc1ccc(-c2onc(C)c2C(=O)NCCc2cccs2)cc1	35µM*	8	-9%	1%	-8%	-12%	-31%
Cc1ccc(C(C)NC(=O)c2cn(CCN3CCNCC3)nn2)cn1 (stereo not given)	-2%	-4	-13%	i	2%	-5%	-16%
O=C(NCc1ccc(Cl)nc1)c1cnn2c1CN([S+](=O)([O-])c1cccc(C(F)(F)F)c1)CC2	-12%	14	-30%	i	-10%	x	-25%
CN1CCN(c2nc3c(c(=O)[nH]2)CCN(Cc2cccnc2)CC3)CC1	-7%	1	-7%	i	5%	1%	5%
CC(=O)N1CCC(NCc2cccnc2Oc2ccccc2C)CC1	-3%	20	1%	u	5%	-2%	-2%

(list continues)
SMILES	HEK cytotox	IP6K1 inh	SNCA expr inh	GPT2 inh	SNCA viab count	Luciferase inh	3T3 cytotox
CC(=O)N1CC2(CCN(C(=O)NCc3ccccc3)CC2)CC1C(=O)O (stereo not given)	-1%	1	-22%	i	-13%	0%	3%
COc1cccc(CCC(=O)N2CCCN(c3cc(-c4ccccc4)[nH]n3)CC2)c1	u	-3	4%	-22%	-8%	0%	u
O=C(NC1CCCCC1)[C@@H]1C[C@@H](O)CN1C1CCN(C(=O)c2ccccc2F)CC1	4%	10	3%	i	-3%	6%	i
CC(C)(C)NC(=O)N1CCCC1c1nc(CCOCC2CC2)no1 (stereo not given)	i	-2	14%	i	8%	x	i
COc1ccc(-c2cc(-c3ccccc3)nc3c(C)noc23)cc1OC	-28%[172 µM]	24	9%[87.6 µM]	-11%[88.5 µM]	6%[87.6 µM]	-11%[172 µM]	u
O=C1CC(c2ccccc2)N(Cc2ccncc2)CCCN(Cc2ccccn2)CCN1 (stereo not given)	u	18	8%	i	9%	-10%	-25%
Cc1n[nH]c(C)c1C(NC(=O)c1c(C)c2cccc(C)c2n1C)C(=O)O (stereo not given)	-25%	-6	-3%	-2%	4%	-2%	-25%
O=C(NC1CCCCC1)C1CN(C(=O)c2cccc(F)c2)CC12CCOCC2 (stereo not given)	0%	7	-30%	-2%	8%	2%	-4%
Cc1ccccc1C(=O)N1CCCCC1CCN1CCCCC1 (stereo not given)	x	-8	-10%	x	-1%	x	x
Cc1cc(C(=O)NC2CC(C)(C)Cc3nc(N4CCOCC4)ncc32)nn1C (stereo not given)	-2%	5	6%	u	-16%	-20%	-12%

New compounds follow.
SMILES	HEK cytotox	IP6K1 inh	SNCA expr inh	GPT2 inh	SNCA viab count	Luciferase inh	3T3 cytotox
O=C(NCc1ccc(Cl)cc1)C1CCN(S(=O)(=O)c2ccccc2)CC1	x	-22	-28%	x	6%	x	x
Cc1ccc(-n2c(C3CCN(C(=O)c4cccc(C(F)(F)F)c4)CC3)n[nH]c2=O)cc1	-12%	-18	-22%	-7%	-7%	-7%	u
COCCc1noc(-c2ccccc2OC2CN(C(=O)c3ccncc3)C2)n1	-6%	-9	-4%	i	7%	-1%	-7%
O=c1c2c(n(Cc3cccnc3)n1CCc1ccccc1)CN(CC1CC1)CC2	i	1	u	-13%[88.5 µM]	4%[87.6 µM]	-2%[172 µM]	40µM*
O=S(=O)(O)CCSSCCS(=O)(=O)O	x	x	15%	-13%	0%	x	x
CC(C)NCC(O)c1ccc(NS(C)(=O)=O)cc1 (stereo not given)	x	x	5%&-17%	i	15%&1%	x	x

These rows are one share of the data; rates above refer to the full screens.
